# XIAP antagonists = XIAP antagonists, biochemical, IAP family, fluorescence polarization (AID 1018); XIAP BIR domain, fluorescence polarization peptide displacement; higher % means a stronger effect; one-dose displacement, % at 20 µM; IC50 in µM for titrated hits; 200,000 tested, 0.007% active; in the data active = displacement above about 50%; also: a part of the inactive calls stands beside numbers as strong as those of hits
# PMI inhibitors = MPI enzyme activity inhibition – biochemical, fluorescence intensity, coupled assay, primary screen (AID 1209). purified PMI enzyme, coupled fluorescence intensity; higher % means a stronger effect. one-dose inhibition, % at 20 µM; IC50 in µM for titrated hits. 190,000 tested, 0.42% active;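 also: plate controls were DMSO vehicle for no effect and wells lacking substrate for full effect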
# TNAP activation fold = human TNAP enzyme activators, primary screen, biochemical, luminescent, no phosphate acceptor, uHTS (AID 1001); 200,000 tested, 0.03% active; purified TNAP, luminescent activation assay, no phosphate acceptor; higher activation fold means a stronger effect; one-dose activation fold at 20 µM; EC50 in µM for titrated hits; in the data active = activation fold from about 3, or a potency from the dose series; inactive = the rest, 99 in 100 with activation fold below about 1.6; also: many of its hits are not listed in these tables
# P. falciparum M17LAP = P. falciparum M17LAP inhibitors, primary screen, biochemical, fluorogenic H-Leu-NHMec substrate, 1536-well (AID 1619) | recombinant M17LAP, H-Leu-NHMec fluorogenic kinetic assay; higher % means a stronger effect | inhibition, % at 30 µM, or IC50 in µM where a hit was titrated | 220,000 tested, 0.38% active;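 active = compound inhibiting the enzyme by more than half at any dose during confirmatory dose-response retesting; inconclusive = strong single-dose inhibitors picked by rank but not retested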;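 also: plate controls were full reaction with DMSO carrier for no effect and no enzyme background for full effect; strong numbers were not always called active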
# Lipid droplet = modulators of hepatic lipid droplet formation | AID 1656 | 240,000 tested, 0.4% active | AML12 mouse hepatocytes, oleate lipid droplets, BODIPY imaging | inhibition, % at 6.5 µM;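 active = lipid droplet intensity inhibited by at least 50%, with more than 500 cells counted; inconclusive = wells with under 300 cells, treated as cytotoxic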
#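 Material – AML12 mouse liver cells · Also added – oleate loading, 100 µM · Compound dosing – 6.5 µM single-point dosing · Times – overnight treatment with compound plus oleate · Measured by – fluorescence imaging, 20x objective, two fields per well · Read-out – percent inhibition of filter-corrected integrated lipid droplet intensity per well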
# SIAH1 antagonists = blockers of Siah-1 interaction with plectin peptide – biochemical, fluorescence polarization, rhodamine-plectin, uHTS, primary screen (AID 1817). Siah-1 / rhodamine-plectin peptide fluorescence polarization; higher % means a stronger effect. displacement, % at 20 µM; hits with a dose series show IC50 in µM. 290,000 tested, 0.02% active;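 active = displacement of at least 50% at 20 µM, with a fluorescence ratio check between 0.3 and a set limit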;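 also: plate controls were Siah plus tracer with DMSO for no effect and tracer alone without Siah for full effect; strong numbers were not always called active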
# PMI inhibition = human PMI inhibitors, high substrate, primary screen, biochemical, fluorescence intensity, high mannose 6-phosphate (AID 1220) | recombinant PMI enzyme, coupled fluorescence intensity; higher % means a stronger effect | one-dose inhibition, % at 20 µM; IC50 in µM for titrated hits | 190,000 tested, 0.66% active
# UTI89 phage lysis = protection from phage-mediated lysis, alamar blue read-out – E. coli UTI89, K1F phage, bacterial capsule biogenesis inhibitors (AID 488966). E. coli UTI89 K1F phage lysis, alamar blue, 2 h; higher % means a stronger effect. inhibition, % at 100 µM; hits with a dose series show IC50 in µM. 340,000 tested, 0.02% active;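 active = phage lysis inhibition, versus mean bacterial control, above a set limit; inconclusive = no clear call, values can overlap the other calls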;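 also: capsule biogenesis inhibitors block K1F phage lysis so surviving cells raise fluorescence; higher fluorescence means more inhibition of phage lysis; actives were called in the ten point dose series up to 300 µM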
# P. falciparum M1AAP = malaria alanyl aminopeptidase activity blockers – biochemical, fluorogenic H-Leu-NHMec substrate, 1536-well (AID 1445); recombinant M1AAP, H-Leu-NHMec fluorogenic kinetic assay; higher % means a stronger effect; one-dose inhibition, % at 30 µM; IC50 in µM for titrated hits; 220,000 tested, 0.42% active;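 active = primary inhibition above the hit cutoff, then over 50% inhibition at one or more dose response concentrations, cut at about 23% in these data, passing the limit was not always enough; inconclusive = conflicting primary data, or primary hits not chosen for dose response; inactive = low primary inhibition, or under 50% at every dose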;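 also: plate controls were DMSO full reaction for no effect and no enzyme background for full effect; strong numbers were not always called active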
# Lipid droplet cells 6.5 µM = recorded beside Lipid droplet, whose call it bears; cell count; measured here: cell count, cytotoxicity flag;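 cells counted across two imaged fields per well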
# An asterisk follows results filed as active; i = inactive; ? = inconclusive; / = not tested or not shown; [ ] = another dose, or the depositor's remark. Rule as the data show it, unless noted: active = inhibition above about 50%; inactive = the rest.
SMILES,XIAP antagonists,PMI inhibitors,TNAP activation fold,P. falciparum M17LAP,Lipid droplet,Lipid droplet cells 6.5 µM,SIAH1 antagonists,PMI inhibition,UTI89 phage lysis,P. falciparum M1AAP
O=c1[nH]cnc2c1C(c1ccccc1[N+](=O)[O-])c1c(nc[nH]c1=O)O2,-2.3%,-1%,0.9,-4%,-5,743,-1%,-3%,-0.1%,3%
C/C(=N\NC(N)=O)c1ccc(-n2ccnc2)cc1,-3.1%,-10%,1,6%,2,714,1%,-13%,-2.5%,9%
O=C1CC(c2ccncc2)c2cc3c(cc2N1)OCO3 (stereo not given),-8.3%,22%,1.1,-4%,11,690,4%,15%,-0.1%,-1%
CN1c2ccccc2-c2nc3ccccc3n2C1c1cccs1 (stereo not given),-20%,5%,1.1,-64%,-18,606,-4%,7%,2.4%[50 µM],?
Cn1nnnc1SCSc1nnnn1C,-7.9%,7%,1.2,-9%,1,885,1%,9%,1.4%,8%
COc1ccccc1NC(=O)c1cc(Cl)nc2ccccc12,/,/,/,0%,2,722,4%,/,-0.2%,1%
C[C@@H]1CC[C@@]2(O[C@H](CCO)C[C@@H](O)[C@@H]2O)O1,-12%,-5%,1.1,-9%,15,795,-5%,-8%,0.7%,10%
Cc1cc(C)c2c3c(sc2n1)C(c1cccc(F)c1)C(C#N)=C(N)O3 (stereo not given),-3.9%,6%,1.2,-1%,9,747,2%,-7%,1.1%,9%
Cc1ccc2cccc(NC(=S)NC(=O)c3c(Br)cnn3C)c2n1,-5.7%,-2%,1.1,2%,-5,722,-3%,34%,0.7%,11%
CCCN1C(=O)C(O)(c2c(C)[nH]c3ccccc23)c2ccccc21 (stereo not given),/,/,/,11%,0,674,2%,/,-2.7%,1%
CCOc1ccccc1NS(=O)(=O)c1ccc2c(c1)n(C)c(=O)c(=O)n2C,-8.7%,-7%,1,7%,8,755,-5%,-2%,1.5%,5%
COc1ccc(C(c2oc(CO)cc(=O)c2O)c2oc(CO)cc(=O)c2O)cc1,-6.8%,13%,1.5,25%,1,624,-1%,-8%,0.8%,0%
COC(=O)CC/C(O)=C1/C(=N)CC(C)(C)CC1=O,-1.7%,1%,1.1,-1%,2,783,-2%,-6%,-0.3%,7%
COc1ccc(C(=O)OCCN2CCCCC2)cc1,3.4%,-14%,1.1,9%,19,746,7%,-14%,0.2%,4%
Cc1ccc(NC(=S)N/N=C2\CCCCC2C)cc1 (stereo not given),-7.9%,-75%,1.3,6%,2,739,7%,-105%,0.2%,3%
Cc1cc(-c2[nH]nc3c2C(c2ccc(Cl)cc2)C(C#N)=C(N)O3)c(C)s1 (stereo not given),3.9%,26%,1,23%,-4,745,5%,26%,0.4%,5%
Cc1c(C(=O)NNC(=S)Nc2cccc(Cl)c2)nnn1-c1ccccc1,-3.6%,-3%,2.6,-7%,0,710,-16%,-11%,5.0%[50 µM],-23%
Cc1cc(C(=O)NNC(=S)NC(C)c2ccccc2)c2ccccc2n1 (stereo not given),-5.1%,-16%,1.1,2%,/,/,-4%,-7%,1.7%,-16%
COc1ccc(CCNC(=O)C(=O)N2CCCC2)cc1OC,-6.7%,1%,1,-4%,0,659,-1%,6%,0.5%,10%
COc1ccc(C(=O)NC2c3ccccc3-c3ccccc32)cc1,-11%,8%,1.1,4%,1,659,0%,0%,0.2%,14%
COC(=O)C(NC(C)=O)(Nc1ccc(Br)cn1)C(F)(F)F (stereo not given),2.0%,-8%,1,-8%,/,/,-6%,-2%,0.1%,2%
CCOC(=O)/C(C#N)=C/Nc1ccccc1OC,-23%,-1%,1.1,-3%,/,/,5%,-6%,-0.1%,4%
O=C(Nc1ccc(Nc2ccncc2)cc1)c1ccc(Nc2ccnc3ccc([N+](=O)[O-])cc23)cc1[N+](=O)[O-],/,/,/,-2%,7,769,17%,/,-0.1%,2%
COc1ccc(-c2csc(NC(=O)C3=NN(c4ccccc4)C(=O)CC3)n2)cc1,-16%,8%,1.1,4%,-28,734,-7%,6%,2.1%,1%
Cc1cc(C)n2nc(-c3ccc(F)cc3)nc2n1,3.0%,-5%,1.1,9%,/,/,1%,-2%,0.8%,1%
O=C1CC(c2cccc([N+](=O)[O-])c2)c2c(ccc3ccccc23)N1 (stereo not given),-0.3%,-6%,1,-6%,/,/,2%,-3%,-1.1%,6%
CCN(CC)C(=O)N1CCN(C)CC1,-3.0%,-12%,1.1,-8%,1,733,1%,-23%,0.7%,-1%
Cc1ccc(OCc2nc(-c3ccc(Cl)cc3)n[nH]2)cc1,0.7%,26%,0.9,5%,5,633,-5%,23%,0.7%,1%
Cc1[nH]n(-c2ccccc2)c(=O)c1N=Nc1nccs1,-6.5%,-9%,0.7,60%,-3,792,-4%,-16%,-0.2%,8%
O=c1[nH]c(SCc2ccccc2)nc2c1cnn2-c1ccc(F)cc1,-16%,-3%,1,-1%,-10,705,-3%,-5%,-1.6%,-5%

# The final 3 entries of the section above are carried over, then new ones follow:
SMILES,XIAP antagonists,PMI inhibitors,TNAP activation fold,P. falciparum M17LAP,Lipid droplet,Lipid droplet cells 6.5 µM,SIAH1 antagonists,PMI inhibition,UTI89 phage lysis,P. falciparum M1AAP
Cc1ccc(OCc2nc(-c3ccc(Cl)cc3)n[nH]2)cc1,0.7%,26%,0.9,5%,5,633,-5%,23%,0.7%,1%
Cc1[nH]n(-c2ccccc2)c(=O)c1N=Nc1nccs1,-6.5%,-9%,0.7,60%,-3,792,-4%,-16%,-0.2%,8%
O=c1[nH]c(SCc2ccccc2)nc2c1cnn2-c1ccc(F)cc1,-16%,-3%,1,-1%,-10,705,-3%,-5%,-1.6%,-5%
COc1ccc(NC(=O)Cn2nnc(C(=O)Nc3ccccc3C)c2N)cc1,-2.4%,-6%,1.1,-3%,-4,691,5%,-8%,0.0%,-4%
Cc1c(NC(=O)C(C)OC(=O)c2cccc(S(=O)(=O)N(C)C)c2)c(=O)n(-c2ccccc2)n1C (stereo not given),-6.4%,-27%,1,-5%,21,654,0%,-19%,i,0%
COc1ccc(N=C2SC(CC(=O)Nc3ccccc3F)C(=O)N2Cc2ccco2)cc1 (stereo not given),-2.8%,23%,1,-19%,-9,521,3%,18%,0.6%,2%
COC(=O)CS(=O)(=O)c1ccsc1C(=O)Nc1ccc(F)c(F)c1,-5.7%,1%,1.1,4%,3,729,3%,3%,1.7%,4%
CCCOc1c(OC)cccc1C1CC(=O)Nc2cc3c(cc21)OCO3 (stereo not given),-4.9%,18%,1.1,-2%,-18,672,-1%,14%,-0.1%,8%
O=C(NCCO)c1ccc2c3n(nc2c1)-c1ccccc1CO3,/,/,/,1%,/,/,0%,/,0.7%,7%
COc1ccc(-c2ccc(/C=N/NC(=O)c3cccnc3)o2)c([N+](=O)[O-])c1,-17%,-3%,1.3,-7%,-5,674,-6%,7%,4.9%[50 µM],0%
O=C(NC(=S)Nc1cccnc1Cl)c1ccco1,-1.6%,2%,1.1,12%,6,705,-3%,-6%,2.1%[50 µM],7%
Cc1ccc(NC(=O)CSc2nnc(-c3ccncc3)o2)cc1C,0.2%,2%,1.2,14%,20,719,2%,1%,/,1%
CC(=O)O[C@@H]1C[C@H]2C(C)=C[C@H]3OC(=O)[C@@H](C)[C@H]3C[C@H]2[C@]1(C)O,/,/,/,2%,-2,728,-1%,/,1.5%,2%
Cc1nc2c(c(=O)n1CCC1=CCCCC1)c1nc3ccccc3nc1n2/N=C/c1ccccc1,-7.2%,6%,1.1,-6%,11,765,16%,5%,0.3%,-2%
CCOC(=O)Cc1csc(SCC(=O)N2CCN(c3ccc(OC)cc3)CC2)n1,-20%,24%,1,2%,0,754,-1%,18%,0.2%,5%
Oc1c(C=NCc2ccc(F)cc2)[nH]c2ccc(Br)c(Cl)c12,-2.7%,-1%,1,5%,-4,805,-3%,-16%,/,14%
CN(C)c1ccc(NC(=O)COC(=O)c2cc(Cl)ccc2[N+](=O)[O-])cc1,-7.3%,14%,1.1,22%,7,689,5%,28%,1.1%,8%
Cn1cnnc1SC(C(=O)c1ccccc1)c1ccccc1 (stereo not given),-5.7%,2%,1,-15%,/,/,-2%,3%,2.8%,7%
NC(=O)CN1CCN(C(=O)NC2CCCCC2)CC1,-1.5%,0%,1.1,2%,/,/,1%,-1%,-0.9%,1%
Cc1ccc(NC(=S)NC(=O)c2ccc(-c3ccc(Cl)cc3)o2)c(O)c1,-3.2%,4%,1,-7%,-10,593,-6%,8%,0.6%,6%
CC(C)C(NS(=O)(=O)c1c(Cl)cccc1Cl)C(=O)OCC(=O)c1c[nH]c2ccccc12 (stereo not given),-12%,25%,1.1,-18%,-36,640,-3%,11%,0.9%,6%
NS(=O)(=O)c1ccc(NCc2cc(Cl)ccc2OCc2ccccc2F)cc1,-8.1%,18%,1.1,-10%,/,/,3%,18%,-0.7%,0%
Cc1ccc(C(=O)Nc2ccnc(-c3cccnc3)n2)cc1,-8.8%,-3%,1,37%,-4,697,2%,4%,0.2%,1%
Nn1cc(-c2ccccc2)nc1SCC(=O)NCC(F)(F)F,-4.3%,6%,1.1,6%,-6,696,0%,-2%,-0.3%,2%
CCOC(=O)N1CCN(C(=O)CSc2ccc(Cl)cc2)CC1,-4.5%,-7%,1.1,12%,/,/,0%,4%,1.6%,4%
O=C(Nc1nc2ccc(Cl)cc2s1)[C@@H]1CCCN1C(=O)c1cccs1,-7.1%,24%,1,20%,-9,524,-2%,16%,0.9%[50 µM],-5%
CO/N=C/c1ccc(Sc2ccccc2)c([N+](=O)[O-])c1,-4.6%,16%,1.1,6%,10,811,-2%,10%,0.3%,8%
O=C(NCc1ccccc1)C1=C[C@H](C2CCCCC2)C[C@H](OCc2ccc(CO)cc2)O1,-3.5%,18%,1.1,-2%,-2,717,0%,13%,0.2%,6%
CCOc1ccc(NC(=O)c2ccccc2NS(=O)(=O)c2ccc(F)cc2)c([N+](=O)[O-])c1,-4.2%,8%,1,-4%,-7,589,-3%,1%,1.8%,8%
Nc1cccc2[nH]c(C(F)(F)F)nc12,-18%,-5%,1.2,-8%,-4,691,11%,23%,-0.3%,81µM*
CS(=O)(=O)N1CCC(C(=O)Nc2ccc(Cl)c(Cl)c2)CC1,-3.9%,4%,1.1,-1%,5,740,-4%,0%,/,-6%
Cc1cc(=O)n2c3c(cccc13)CCC2,-0.9%,5%,1.1,4%,/,/,0%,8%,3.4%,3%

# Screens from PubChem.
